mcGAS inh = inhibitors of mouse cGAS. Q8C6L5. recombinant cGAS, Kinase-Glo ATP depletion luminescence. inhibition, % at 12.5 µM. 160,000 compounds, 0.15% hits. AID 1259399;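 note: 0% = negative control wells and 100% = reference inhibitor with no enzyme activity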
hcGAS lum = blocks human cGAS activity | inhibition, % at 12.5 µM | Q8N884 | 290,000 compounds, 0.081% hits | recombinant h-cGAS, ATP depletion, Kinase-Glo luminescence;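 note: 0% = vehicle reaction and 100% = reaction without DNA for no activity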
Target sequence (Q8N884 whole entry, looked up): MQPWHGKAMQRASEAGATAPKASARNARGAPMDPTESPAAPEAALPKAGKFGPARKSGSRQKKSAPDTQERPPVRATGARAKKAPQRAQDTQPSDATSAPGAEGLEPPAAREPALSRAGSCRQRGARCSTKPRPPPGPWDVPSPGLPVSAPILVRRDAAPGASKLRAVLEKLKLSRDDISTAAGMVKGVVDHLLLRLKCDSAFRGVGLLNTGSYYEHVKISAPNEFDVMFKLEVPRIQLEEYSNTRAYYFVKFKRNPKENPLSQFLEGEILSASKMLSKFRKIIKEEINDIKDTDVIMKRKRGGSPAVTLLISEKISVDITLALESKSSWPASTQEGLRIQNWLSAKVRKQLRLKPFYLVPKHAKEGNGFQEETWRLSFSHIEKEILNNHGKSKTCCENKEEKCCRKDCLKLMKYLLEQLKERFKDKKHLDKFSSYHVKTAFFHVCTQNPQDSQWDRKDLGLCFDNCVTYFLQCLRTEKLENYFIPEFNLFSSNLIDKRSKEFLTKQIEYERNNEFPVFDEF
NPYLR7 agonist = mosquito NPYLR7 agonism; HEK293T NPYLR7/Galpha15, GCaMP6s calcium fluorescence; 270,000 compounds, 0.15% hits; activation, % at 10 µM; AID 1259423; in the data active = activation above about 40%;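 note: 0% = vehicle and 100% = reference agonist at the receptor; some compounds past the cut are filed as inactive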
* = called active by the depositor; x = no result given; & = joins results of further samples. Cut-off read from the data, not from the text of the source, unless noted: active = inhibition above about 40%; inactive = the rest. Compounds were not picked by outcome; overall some 0.29% were active at least once.

SMILES | NPYLR7 agonist | hcGAS lum | mcGAS inh
Cc1cc(S(=O)(=O)NCc2ccc3c(c2)OCO3)c(C)c(C)c1C | 3.6 | 0.8 | x
O=C(c1cc(Cl)sc1Cl)N1CCSCC1CCO (configuration not stated) | -19.5 | -4.8 | x
CC1=NOC(C)(CNC(=O)CCc2n[nH]c3c2CCCC3)C1 (configuration not stated) | 0.7&-2.2 | 2.9&-9.0 | x
Cc1cccc(N2CCN(C(=O)C3CCCN(C(=O)N(C)C)C3)CC2)c1 (configuration not stated) | 4.6 | -4.6 | x
COc1ccccc1C(CC(=O)N1CCN(c2ccccc2OC)CC1)c1cn(C)c2ccccc12 (configuration not stated) | 23.5 | -6.3 | -3.7
CC(=O)Nc1cnc(-c2cccc(C(=O)N3CCOCC3)c2)cn1 | -1.4 | 2.0 | x
O=C(c1cc(-c2ccccc2)n[nH]1)N(Cc1nccs1)C1CC1 | 13.6 | -8.1 | x
Cc1ccc(-n2c(SCc3ccc(Br)cc3)nnc2-c2ccccc2Cl)cc1 | x | -5.7 | -10.0
COc1cccc(NC(=O)C(C#N)C(=O)Cc2c(C)noc2C)c1 (configuration not stated) | 13.5 | -8.2 | x
CO[C@]12C[C@@H](COC(=O)c3cncc(Br)c3)CN(C)[C@@H]1CC1=CN(C)C3C=CC=C2C13 (some centres not stated) | -14.5 | 2.0 | x
Cc1ccc(CNC(=O)CCC2CCCN(C(=O)c3ccc4[nH]ccc4c3)C2)o1 (configuration not stated) | 10.1 | -3.6 | -7.9
CC(=O)Nc1cccc(-n2ccnc2-c2cccc(-n3cccn3)c2)c1 | 0.1 | -2.0 | -10.3
CC(C)CN(Cc1cccn1Cc1ccccc1Cl)C(=O)CN(CC(C)C)C(=O)c1cccc(F)c1 | -6.4 | 4.3 | -1.6
C=CCONC(=O)C1CCN(Cc2cnc3ccccn23)CC1 | 9.0 | -5.7 | x
Cc1nn2c(=O)[nH]c(SCC(=O)NCc3ccc4c(c3)OCO4)nc2c1-c1ccccc1 | 8.8 | 6.8 | -2.8
CN(CC1CCCCO1)c1ncnc2c1CCN(C(=O)c1cccnc1)C2 (configuration not stated) | 6.1 | -9.9 | -13.7
CCN(CC)S(=O)(=O)c1ccc(Oc2ccccc2)c(NC(=O)c2ccccn2)c1 | 10.1 | -6.6 | -10.2
CCSCCOC(=O)C1=C(C)NC2=C(C(=O)CC(C)(C)C2)C1c1coc2ccccc2c1=O (configuration not stated) | -8.8 | -1.1 | -2.7
C[C@H](NC(=O)[C@@H](C)N1Cc2ccc(-c3ccnn3C)nc2C1=O)c1ccc(F)cc1 | 7.1 | -5.2 | -5.5
Cc1ccc(-n2c(=O)[nH]cc(C(=O)Nc3ccccc3Cl)c2=O)cc1C | -5.2 | -1.7 | -3.1

Sorted by molar mass (smallest number first): part of the list above
SMILES | NPYLR7 agonist | hcGAS lum | mcGAS inh
Cc1ccc(CNC(=O)CCC2CCCN(C(=O)c3ccc4[nH]ccc4c3)C2)o1 (configuration not stated) | 10.1 | -3.6 | -7.9
CCN(CC)S(=O)(=O)c1ccc(Oc2ccccc2)c(NC(=O)c2ccccn2)c1 | 10.1 | -6.6 | -10.2
CCSCCOC(=O)C1=C(C)NC2=C(C(=O)CC(C)(C)C2)C1c1coc2ccccc2c1=O (configuration not stated) | -8.8 | -1.1 | -2.7

Next part:
SMILES | NPYLR7 agonist | hcGAS lum | mcGAS inh
Cc1ccc(C(NS(=O)(=O)c2cccs2)c2ccccc2)cc1C (configuration not stated) | 2.4 | -5.9 | x
OCCNc1nc(-c2ccccc2)c2cc(Br)ccc2n1 | -8.4 | -0.5 | -4.9
Cc1c(Br)c(C(F)(F)F)nn1CC(=O)NCC#N | -3.5 | -6.8 | x
O=c1c(-c2cccc(C(F)(F)F)c2)[n+]([O-])c2ccccc2n1O | 13.3 | -6.3 | x
COc1ccc(NC(=O)Cn2nc([N+](=O)[O-])c([N+](=O)[O-])c2C)c(OC)c1 | 1.1 | -2.5 | -5.9
Cc1ccc(C(=O)CSc2nnc(NC(=O)CCC3CCCC3)s2)c(C)c1 | 23.7 | -3.7 | -5.9
Cc1ccc(-c2nc3ccccn3c2NC(=O)C(C)(C)C)cc1 | -4.9 | -6.8 | -6.8
C=CCn1c(SC(CCC)C(=O)OCC)nnc1-c1cccc(C)c1 (configuration not stated) | -8.6 | -1.2 | -1.2
Cc1ccc(S(=O)(=O)N2c3ccccc3Oc3ccccc32)cc1 | 12.0 | -0.3 | x
COc1ccc(-n2nc(-c3ccccc3)cc2C(=O)N2CCN(c3ccc([N+](=O)[O-])cc3)CC2)cc1 | 7.2 | -2.0 | -2.8
C#CCn1c(=NC(=O)c2ccn(C)n2)sc2cc3c(cc21)OCCO3 | 1.0 | -5.1 | -8.6
CCOC(=O)c1c(C)nn(-c2ccc(C(=O)Nc3ccccc3OC)cc2)c1C | 5.3 | -1.0 | -2.5
CCc1ccc(-c2csc(NC(=O)c3ccco3)n2)cc1 | 2.6 | -3.1 | x
COc1ccc(C2NC(=S)N(c3ccc(C)cc3)C(C)=C2C(=O)Nc2cc(C)on2)cc1O (configuration not stated) | 0.5 | -8.2 | x
CCCc1nc(C)sc1C(=O)Nc1ccc(C(C)(C)C)cc1 | -17.5 | -9.0 | -4.7
COc1ccc(C(=O)N2CCN(c3ncccc3C(=O)NCC3CCCO3)CC2)c(OC)c1 (configuration not stated) | -0.2 | -6.2 | -6.2
Cc1cc(=O)[nH]c(-n2nc(C)c(CCC(=O)N3CCC(C(N)=O)CC3)c2C)n1 | 3.2 | -9.5 | x
CCOc1ccccc1C(=O)Oc1cc(C)[nH]c(=O)c1[N+](=O)[O-] | 1.9 | -3.5 | -7.6
O=C(NCC1CCCO1)c1csc(Nc2ccc(OC(F)F)cc2)n1 (configuration not stated) | 10.6 | -6.3 | x
CCCN(CC1CCCO1)C(=O)CC1(c2ccccc2Cl)CC(=O)N(CCOC)C1=O (configuration not stated) | 18.3 | -7.3 | -12.4
c1ccc2nc(N3CCCC(Nc4ccc5c(c4)OCCO5)C3)cnc2c1 (configuration not stated) | 18.3 | -7.6 | -19.3
c1ccc(Nc2nc(NCc3ccc4c(c3)OCO4)nc3nccnc23)cc1 | 6.5 | 3.6 | x
COc1ccccc1N=C(Nc1ccccc1OC)SC | 5.9 | -2.8 | x
Cc1cc2nc(N(Cc3ccccn3)C(=O)c3ccc(S(C)(=O)=O)cc3)sc2cc1C | 3.0 | -9.0 | -15.0
COc1cccc(CNC(=O)C2CCN(C(=O)[C@@H](Cc3ccccc3)NC(=O)COc3ccccc3)CC2)c1 | -8.0 | -1.8 | -1.0
COCCNC(=O)Cn1cc(OC)c(=O)cc1CN1CCN(c2ccc(F)cc2)CC1 | 2.5 | -2.9 | -2.2
O=C1CCCN1c1ccc(Cn2nc3ccc(-c4ccccc4)nn3c2=O)cc1 | 13.5 | -4.3 | -6.0
COc1ccc(-c2cc(C(=O)NCCc3ccccn3)nc3c(-c4ccccc4)c(C)nn23)cc1 | 4.6 | -5.0 | -3.9
O=C(NC(c1ccc(F)cc1)c1ccc2ccccc2n1)C1CCN(Cc2cccs2)CC1 (configuration not stated) | -10.3 | 2.4 | 1.4
Cc1ccnc(N2CCN(c3ncnc4scc(-c5ccc(F)cc5)c34)CC2)c1 | 6.8 | 3.1 | x
CCCCCCc1ccc(C(=O)N(CCCOCC)Cc2nc(C(=O)OC)cs2)cc1 | 21.3 | -2.8 | -5.8
CCNC(=O)N1CCN(c2nc(-c3ccccc3)nc(C)c2Cc2ccccc2F)CC1 | 3.4 | -3.9 | -6.5
CN1CCN2CCN(C(=O)CCOc3ccccc3)CC2C1=O (configuration not stated) | 3.4 | -9.8 | x
CC1Sc2ccc(C(=O)NCc3ccccc3F)cc2NC1=O (configuration not stated) | 0.9 | -1.8 | -5.1
CC1CN(S(=O)(=O)c2ccc(C(=O)NNc3nc4cc5c(cc4s3)OCO5)cc2)CC(C)O1 (configuration not stated) | -0.3 | -6.8 | -9.7
COc1ccc(NS(=O)(=O)N(C)C(C)C)cc1Br | 0.7 | 6.0 | 1.0
Cc1ccc(CNCc2nc(N(C)C)n(-c3ccccc3)c2Cl)cc1 | 9.6 | -9.3 | x
CSc1cccc(CN2CCCC(CO)(Cc3ccccc3)C2)c1 (configuration not stated) | 7.5 | 1.5 | x
Cc1ccccc1Oc1cc(N2CCC(Cc3ccccc3)CC2)ncn1 | 7.1 | -4.2 | -3.4
COc1ccc(-n2ncc(Oc3ccc4c(c3)CCC4)c(Nc3cccc(C(=O)NCCc4ccccn4)c3)c2=O)cc1 | 12.5 | -4.2 | -5.4
Cc1nc2cc(C(F)(F)F)ccc2n1C1CCN(C(=O)CCOc2ccccc2)CC1 | 2.8 | -3.7 | -6.3
CC(C)c1ccc(NC2CCCN(C(=O)c3cnc4ccccc4c3)C2)cc1 (configuration not stated) | -5.0 | -1.3 | x
Cc1nc2ccc(CN(C)c3ccc(C(=O)N[C@@H](CCC(=O)O)C(=O)O)s3)cc2c(=O)[nH]1 | -7.1&-5.5 | -0.5&-2.3 | -9.6
CC(c1ccc(S(C)(=O)=O)cc1)N(C)S(=O)(=O)c1ccc(F)cc1Cl (configuration not stated) | -2.4 | -6.9 | x
COc1ccc(-c2cc(C(=O)NC(C)c3ccccc3)n3nc(-c4ccccc4)cc3n2)cc1 (configuration not stated) | 16.9 | -3.2 | -9.2
Cc1cc(C)n(C2CCN(C(=O)c3cccc(-n4cccn4)c3)C2)n1 (configuration not stated) | 19.8 | -4.0 | -9.0
CCNC(=O)[C@@H]1C[C@H](NC(=O)Cn2cnc(C)c2C)CN1C1CCCC1 | x | -10.2 | -5.4
COC(=O)c1cccc(CN2C(=O)C(C)(C)ON=C2c2ccc3c(c2)OCO3)c1 | 7.9 | 4.2 | x
CCN1CCN(c2ccc(NC(=O)CN(C)C(C)c3cccs3)cc2)CC1 (configuration not stated) | 2.6 | -9.2 | x
CC(c1cccc(-c2cc(O)c(F)c(F)c2)c1)N(C)C (configuration not stated) | 9.9 | -1.5 | 0.1
CN(C)CCN(Cc1nccn1Cc1ccc(C(F)(F)F)cc1)C(=O)c1ccco1 | 7.5 | 5.3 | 0.1
COCCCn1cc(C(=O)N2CCN(CC(=O)NC(C)C)CC2)c2nn(-c3ccccc3)c(=O)c-2c1 | -0.7 | -7.2 | -8.2
CC(OC(=O)C1CCN(C(=O)c2ccco2)CC1)C(=O)N(C)c1ccccc1 (configuration not stated) | -0.4 | -0.1 | x
Cc1cccc(NC(=O)N2CCN(C(c3ccc(F)cc3)c3ccc(F)cc3)CC2)c1 | 7.5 | -0.6 | -3.5
Cc1ccnc(NC(=O)CN(C)C(=O)c2cc(C)n(C3CC3)c2C)c1 | 12.2 | -12.0 | x
COc1cc(CN2CCC(C(=O)NC(c3ccc(Cl)cc3)c3ccsc3)CC2)cc(OC)c1 (configuration not stated) | 6.9 | -2.9 | -3.1
Cc1nc(Cn2ccnc2-c2cccc(CN3CCOCC3)c2)cs1 | x | -6.9 | -13.6
O=C(CCN(CCCN1CCOCC1)c1nc(C2CC2)nc2ccccc12)NCc1ccccc1 | 13.4 | -1.5 | -5.4
CCCCCCNC(CC(=O)Nc1ccc(OC(F)F)cc1)C(=O)O (configuration not stated) | -10.1 | 2.0 | -0.1
CC1CCc2c(sc3ncn(CC(=O)Nc4ccccc4C(C)(C)C)c(=O)c23)C1 (configuration not stated) | -3.5 | -8.0 | x

Carrying on:
SMILES | NPYLR7 agonist | hcGAS lum | mcGAS inh
O=C(NCC1CCCO1)C1COC2(CCN(C(=O)c3ccccc3Cl)CC2)N1C(=O)c1ccco1 (configuration not stated) | -1.8 | -1.8 | -3.2
Cc1cccc(-c2cc(N)n(-c3ccc(C(=O)NCc4cccs4)cc3)n2)c1 | -4.5 | -2.7 | -4.4
Cc1cc(Oc2cccc(Cl)c2)nc(SCc2cc(F)ccc2F)n1 | 2.8 | 2.0 | x
Fc1ccc(CSCc2csc(-c3ccc(C(F)(F)F)cc3)n2)cc1 | 10.7 | -4.1 | -5.5
Cc1ccccc1CSc1nc2c(c(=O)n1Cc1ccccc1)SCC2 | 7.9 | -4.1 | -7.3
Cc1cc(CC(C)NC(=O)c2ccc3c(c2)nnn3C)n[nH]1 (configuration not stated) | 4.2 | -5.3 | x
NC1(C(=O)O)CC1 | -7.2&2.0 | -4.6&3.3 | -4.0&-2.0
O=C(O)CN1C(=O)CSc2nnc(COc3cc(Cl)ccc3Cl)n21 | 24.4 | -10.4 | x
O=C(C1CCC1)N1CCSC1c1cccc(Cl)c1Cl (configuration not stated) | -8.6 | -7.3 | -4.0
COCCN1CC(Nc2ncnc3sc(C)c(C)c23)CC1=O (configuration not stated) | x | -4.2 | -16.6
CC(NC(=O)c1csc(COc2ccccc2F)n1)c1ccccc1 (configuration not stated) | -4.5 | -7.4 | -7.3
Cc1ccc(C(=O)COC(=O)CNC(=O)CN2C(=O)c3ccccc3C2=O)cc1 | 1.2 | -5.9 | -9.1
CCOC(=O)C1(Cc2cccc(OC)c2)CCCN(C(=O)c2csc(SC)n2)C1 (configuration not stated) | 9.1 | -1.9 | x
Cn1nnnc1N1CCCC2CN(CCC(N)=O)CC21 (configuration not stated) | 0.0 | 2.0 | x
Cc1ccc(CN(C)C(=O)C2CCN(S(=O)(=O)c3cccs3)CC2)c(C)c1 | -4.4 | 0.8 | x

High-throughput results as filed in PubChem BioAssay.
